# Source: PubChem
# aSyn UTR inh = MLPCN primary screen, SNCA 5' untranslated region; 300,000 tested, 0.82% active; inhibition, % (tested at 7.5 µM); alpha-synuclein 5'UTR reporter, inhibitor activity; AID 1813; in the data active = inhibition above about 60%;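 note: H4 neuroglioblastoma cells stably carrying SNCA 5'UTR luciferase fusion; 0% = DMSO wells and 100% = positive control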
# TRPC6 inh = inhibitors of mouse TRPC6 channel | AID 2553 | HEK293-TRPC6, membrane potential dye, ACh-evoked depolarization; active compounds read low | 310,000 tested, 1.1% active | B-score at 10 µM;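 active = B-score under library mean minus 3 SD, initial fluorescence not abnormally high, positive integrated signal ratio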;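 note: B-score derived from integrated fluorescence ratio over the kinetic read; more negative B-score means stronger inhibition of depolarization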
# KLF5 inhibitor = kruppel-like factor 5 inhibition; DLD-1 KLF5 promoter-luciferase reporter, luminescence; inhibition, % at 5 µM; 290,000 tested, 0.23% active; AID 1700;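 active = inhibition above a per-plate limit of that plate's mean compound inhibition plus 3 SD, cut at about 60% in these data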;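 note: 0% = DMSO wells and 100% = LY294002 at 200 µM; higher means less KLF5 promoter-driven luciferase light; inactives centre near -14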
# HIF activator = HIF pathway transcriptional activation | U2OS HRE-luciferase reporter, luminescence; normalized: DMSO 0%, desferrioxamine 100% | activation, % at 7.5 µM (by protocol) | 300,000 tested, 0.32% active | AID 1910;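 active = mean activation of at least 10% of the iron chelator positive control signal, with at least half of replicates also reaching 10%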
# TRPC4 act = opens the mouse TRPC4 cation channel | Q9QUQ5 | HEK293 TRPC4beta/mu-opioid, Fluo4 calcium fluorescence; active compounds read high | B-score at 10 µM | 310,000 tested, 0.49% active;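 active = B-score above 5 SD of library B-scores, and initial fluorescence ratio not above library mean plus 5 SD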;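 note: positive B-score marks a calcium rise read as TRPC4 activation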
#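 Assay system: HEK293 stable line with TRPC4beta plus mu-opioid receptor. Times: dye 45 min RT, read 110 s. Measured by: kinetic Fluo4 calcium fluorescence. Measure: B score of integrated ratio. Controls: assay buffer as low control, maximal DAMGO as high control.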
# TRPC4 potent = allosteric potentiators of mouse TRPC4 channel; AID 2227; HEK293 TRPC4beta/mu-opioid, DAMGO EC20, Fluo-4 Ca2+ flux; active compounds read high; B-score at 10 µM; Q9QUQ5; 310,000 tested, 0.42% active;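 active = B-score of calcium response area above 5 SD of library B-scores, with initial fluorescence ratio within 5 SD of library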;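 note: B-score of integrated fluorescence ratio over time as area under calcium response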
# SKKanGAS inh = blocks kanamycin growth of S. pyogenes SKKanGAS strain; BacTiter-Glo, 6 h; inhibition, % at 7.5 µM; 300,000 tested, 1.3% active;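 active = mean replicate score, as percent of positive control median, at least 50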;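 note: strain carries kanamycin resistance gene driven by streptokinase promoter and grows in 40 µg/ml kanamycin; loss of luminescence reflects streptokinase promoter inhibition or plain growth inhibition; 0% = median of DMSO wells and 100% = positive control at its reference dose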
# TRPC6 activator = mouse TRPC6 channel activation. Q61143. HEK293-TRPC6 membrane potential dye fluorescence; active compounds read high. B-score at 10 µM. 310,000 tested, 0.13% active;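 active = B-score of the integrated fluorescence ratio above library mean plus 3 SD, and starting fluorescence ratio within library mean plus 5 SD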;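 note: higher score means more depolarization so channel activation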
# TRPC4 block = blocks the mouse TRPC4 cation channel | Q9QUQ5 | B-score at 10 µM | 300,000 tested, 0.39% active | HEK293 TRPC4beta/mu-opioid, DAMGO-evoked Fluo4 calcium flux; active compounds read low;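 active = B-score over 3 SD under the library average, no early fluorescence shift, positive overall ratio signal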
#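 material = TRPC4beta/mu-opioid receptor HEK293 cell line | probe or stimulus = sequential submaximal and maximal DAMGO stimulation | compound dosing = one concentration per compound | measured by = Fluo4 Ca2+ flux fluorescence | evaluation = integrated fluorescence ratio relative to baseline, converted to per-well B score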
# MrgX1 antag = blocks BAM8-22 activation of human MrgX1 receptor | MRGX1-HEK293 calcium flux, Fluo-4, BAM8-22 antagonism; active compounds read low | B-score at 10 µM | 310,000 tested, 1.3% active | AID 588676;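 active = calcium-response B-score plate-corrected more than 3 library SD below zero, starting fluorescence within 5 deviations, no agonist response on first addition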;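 note: peak minus trough fluorescence over baseline after final BAM8-22 challenge near maximal dose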
# Target sequence (Q96LB2 whole entry, looked up): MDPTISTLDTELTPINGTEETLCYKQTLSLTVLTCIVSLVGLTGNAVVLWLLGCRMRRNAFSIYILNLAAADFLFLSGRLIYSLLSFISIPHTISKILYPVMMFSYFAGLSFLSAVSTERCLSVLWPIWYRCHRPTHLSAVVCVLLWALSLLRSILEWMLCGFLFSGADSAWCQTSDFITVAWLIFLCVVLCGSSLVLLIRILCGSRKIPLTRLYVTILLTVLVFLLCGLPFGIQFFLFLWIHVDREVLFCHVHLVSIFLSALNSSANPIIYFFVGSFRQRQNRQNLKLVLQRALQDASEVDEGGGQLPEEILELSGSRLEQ
# IEC-6 cytotox = counter-screen for KLF5 inhibitors: cytotoxicity in IEC-6 cells | IEC-6 cytotoxicity, luminescence viability | 290,000 tested, 0.78% active | inhibition, % at 5 µM | AID 1825; in the data active = inhibition above about 22%;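 note: 0% = plate median of test compound wells and 100% = cytotoxic reference compound wells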
# * marks the source's active call; other numbers are inactive results; i = inactive; · = no result given. Compounds as they come, and some 5.8% of all compounds hit somewhere here.
SMILES,aSyn UTR inh,TRPC6 inh,KLF5 inhibitor,HIF activator,TRPC4 act,TRPC4 potent,SKKanGAS inh,TRPC6 activator,TRPC4 block,MrgX1 antag,IEC-6 cytotox
CN=c1sc(C(=O)Nc2ccccc2)c(C)n1C,-47,i,11,-1.1,i,i,1,i,i,i,-1
O=C(Cc1ccccc1)Nc1cc([N+](=O)[O-])ccc1N1CCOCC1,-5,i,-21,0.0,i,i,-3,i,i,i,1
CC(C)(Cc1ccccc1)/[N+]([O-])=C\c1ccccc1,11,i,·,0.5,i,i,-1,i,i,i,·
Cc1ccccc1SC1CCN(C(=O)C2CCC(=O)N(C3CC3)C2)CC1 (stereo not drawn),26,i,-5,-0.1,i,i,-2,i,i,i,-9
CCC(C)NS(=O)(=O)c1cc2c3c(c1)CCN3C(=O)CC2 (stereo not drawn),15,i,-32,-0.2,i,i,3,i,i,i,-2
O=C(CSc1nnc2ccccn12)Nc1ccc(S(=O)(=O)N2CCOCC2)cc1,-12,i,-6,0.0,i,i,-1,i,i,i,0
CCn1cc(C(=O)N2CCc3ccccc32)c(=O)c2cc(S(=O)(=O)N3CCOCC3)ccc21,18,i,-13,-0.1,i,i,-7,i,i,i,0
COc1ccc(CCN(Cc2nc3ccccc3c(=O)[nH]2)C(=O)c2ccco2)cc1,11,i,-7,-0.3,i,i,16,i,i,i,2
CCOC(=O)/C(C#N)=C/c1cc2ccccc2nc1N1CCOCC1,-11,i,-1,-0.1,i,i,4,i,i,i,-5
COCCN(CCOC)c1nc(-c2ccc(C)cc2)nc2ccccc12,7,i,-16,1.3,i,i,4,i,i,i,-3
O=C1CSC(c2ccccc2)N1CC12CC3CC(CC(O)(C3)C1)C2 (stereo not drawn),11,i,-21,0.6,i,i,3,i,i,i,7
Cc1ccc2nc(SCC(=O)Nc3ccccc3F)nc(=O)n2c1,-13,i,·,0.2,i,i,-4,i,i,i,·
Cc1[nH]c(C)c(S(=O)(=O)Nc2ccc(F)cc2Cl)c1C(=O)N1CCCC1,-42,i,-3,-0.3,i,i,-1,i,i,i,10
C=CCn1c(SCC(=O)NC2CCCCC2)nnc1-c1ccccn1,12,i,-2,0.0,i,i,-8,i,i,i,0
Cc1ccc(C)c(NC(=S)N2CCN(Cc3ccccc3)CC2)c1,15,i,-6,0.1,i,i,-9,i,i,i,-4
COc1cc(CCC(=O)N2CCN(c3cccc(C)c3C)CC2)cc(OC)c1OC,15,i,20,-0.1,i,i,-1,i,i,i,-6
CCSC(=S)Nc1c(C)n(C)n(-c2ccccc2)c1=O,1,i,-17,0.0,i,i,7,i,i,i,-6
Cc1ccc(-c2nn(-c3ccccc3)cc2/C=C(\C#N)C(=O)NCc2ccccc2)cc1,-2,i,-31,-1.3,i,i,2,i,i,i,2
O=C1c2[nH]nc(-c3ccccc3O)c2C(c2cccc(Cl)c2)N1CC1CCCO1 (stereo not drawn),-1,i,3,-0.4,i,i,-5,i,i,i,2
O=C(CNC(=O)c1ccc(Br)o1)NC12CC3CC(CC(C3)C1)C2,-27,i,-22,0.5,i,i,0,i,i,i,-1
CCOC(=O)c1cnn(-c2nc3c(C)cccc3s2)c1C(F)(F)F,17,i,0,-0.2,i,i,88*,i,i,i,1
COc1ccc(C(=O)Nc2cccc(NC(C)=O)c2)cc1OC,-19,i,3,0.1,i,i,1,i,i,i,-6
OCCC1CN(Cc2ccc3cc(Cl)ccc3n2)CCN1Cc1ccsc1 (stereo not drawn),7,i,-6,0.9,i,i,-1,i,i,i,6
CCOc1cccc2cc(C(=O)Nc3nccs3)c(=O)oc12,-11,i,-17,0.7,i,i,8,i,i,i,-6
CN(C)CCCOC(=O)CCc1ccccc1,-4,i,-9,-0.5,i,i,5,i,i,i,0
COc1ccccc1N1CCN(CC(O)c2ccc3cc[nH]c3c2)CC1 (stereo not drawn),-7,i,-13,0.0,i,i,0,i,i,-9.8*,4
CCN(CC)CCNC(=S)Nc1ccc2nc(N3CCOCC3)cc(C)c2c1,-15,i,-28,0.1,i,i,7,i,i,i,9
CCOC(Cn1c(CCCO)nc2ccccc21)OCC,21,i,-2,0.2,i,i,-15,i,i,i,-2
CCS(=O)(=O)NCc1csc(C)n1,-25,i,-13,0.1,i,i,3,i,i,i,2
O=C(O)CCCCCNC(=O)c1ccccc1,21,i,-21,-0.8,i,i,-2,i,i,i,3

# Molecules from the list above with a cyano group (2):
SMILES,aSyn UTR inh,TRPC6 inh,KLF5 inhibitor,HIF activator,TRPC4 act,TRPC4 potent,SKKanGAS inh,TRPC6 activator,TRPC4 block,MrgX1 antag,IEC-6 cytotox
CCOC(=O)/C(C#N)=C/c1cc2ccccc2nc1N1CCOCC1,-11,i,-1,-0.1,i,i,4,i,i,i,-5
Cc1ccc(-c2nn(-c3ccccc3)cc2/C=C(\C#N)C(=O)NCc2ccccc2)cc1,-2,i,-31,-1.3,i,i,2,i,i,i,2

# Structures from the list above that contain two or more sulfur atoms:
SMILES,aSyn UTR inh,TRPC6 inh,KLF5 inhibitor,HIF activator,TRPC4 act,TRPC4 potent,SKKanGAS inh,TRPC6 activator,TRPC4 block,MrgX1 antag,IEC-6 cytotox
O=C(CSc1nnc2ccccn12)Nc1ccc(S(=O)(=O)N2CCOCC2)cc1,-12,i,-6,0.0,i,i,-1,i,i,i,0
CCSC(=S)Nc1c(C)n(C)n(-c2ccccc2)c1=O,1,i,-17,0.0,i,i,7,i,i,i,-6
CCS(=O)(=O)NCc1csc(C)n1,-25,i,-13,0.1,i,i,3,i,i,i,2

# Further results:
SMILES,aSyn UTR inh,TRPC6 inh,KLF5 inhibitor,HIF activator,TRPC4 act,TRPC4 potent,SKKanGAS inh,TRPC6 activator,TRPC4 block,MrgX1 antag,IEC-6 cytotox
Cc1ccnc(NS(=O)(=O)c2ccc(N=CC3=C(O)CC(C)(C)CC3=O)cc2)n1,-16,i,-9,-1.8,i,i,0,i,i,i,6
CC(C)=NNc1nc2c(c(=O)n(C)c(=O)n2C)n1CCc1ccccc1,-40,i,22,-1.1,i,i,10,i,i,i,1
CC1CC(=O)Nc2ccccc2N1S(=O)(=O)c1cccc(Cl)c1 (stereo not drawn),-15,i,-3,0.0,i,i,-5,i,i,i,-4
CC1=CC=CC2=NC(=O)CC(C)(C(=O)N(CC(=O)NC3CCCC3)Cc3ccc(Cl)cc3)N12 (stereo not drawn),3,i,-9,-0.1,i,i,4,i,i,i,-4
O=C1CSC(=Nc2ccccc2[N+](=O)[O-])N1,3,i,-30,0.1,i,i,-1,i,i,-4.6*,-8
COCC(C)n1c(SCC(=O)Nc2oc(C)c3c(C)n[nH]c(=O)c23)nc2ccccc2c1=O (stereo not drawn),-10,i,-3,-0.1,i,i,1,i,i,i,0
O=S(=O)(Cc1ccccc1)N1CCN(c2ccccc2)CC1,-24,i,-13,-0.7,i,i,-1,i,i,i,-8
C=CCn1c(SCC(=O)N2CCN(c3ccccc3)CC2)nnc1-c1ccco1,0,i,-24,-0.3,i,i,2,i,i,i,3
C/C(=N\OCc1nc2ccccc2c(=O)n1/N=C/c1cc([N+](=O)[O-])ccc1O)c1ccccc1,-62,i,-22,10*,i,i,24,i,i,i,-3
CCn1c(/C=C2\C(=O)N(C(C)C)c3ccccc32)nc2ccccc2c1=O,14,i,-24,0.1,i,i,8,i,i,i,6
COCc1ccc(C(=O)N2CCCC(C(=O)c3ccc(SC)cc3)C2)o1 (stereo not drawn),16,i,2,0.4,i,i,-3,i,i,i,-1
COc1cc(OC)cc(C(=O)NC(C)c2cnn(-c3ccccc3C)c2C)c1 (stereo not drawn),-19,i,-7,-0.2,i,i,6,i,i,i,-1
O=S(=O)(Nc1cnc2ccccc2c1)N1CCCCCC1,-7,i,-30,1.1,i,i,-1,i,i,i,3
O=S(=O)(c1cccc2nonc12)N1CCN(c2ccccc2F)CC1,9,i,-6,-0.3,i,i,4,i,i,i,3
Cc1ccc2cccc(SCC(=O)NCc3ccco3)c2n1,-5,i,-7,-0.1,i,i,8,i,i,i,0
CN(C)/C=N/c1ncc(C(=O)OC(C)(C)C)s1,-44,i,-34,0.7,i,i,0,i,i,i,6
CCCCC(=O)Nc1ccc(NC(=S)NC(=O)CCCCl)cc1OC,3,i,-39,-0.2,i,i,2,i,i,i,1
CC1CCN(C(=O)COc2cccc3c2CCN(Cc2ccccc2)C3=O)CC1,·,i,3,·,i,i,·,i,i,i,-1
Cn1cccc1/C=C1/SC(=O)N(CC(=O)N2CCCC2)C1=O,-23,i,-11,-0.1,i,i,0,i,i,i,8
CC(C)Cc1nnc(NC(=O)C23CC4CC(CC(C4)C2)C3)s1,-103,i,-20,0.0,i,i,0,i,i,i,-26
C=CCOc1ccc(/C=C(\C#N)C(=O)Nc2ccccn2)cc1,-28,i,-27,0.7,i,i,-8,i,i,i,0
O=[N+]([O-])c1ccc(/C([O-])=C(/C(=S)NCc2ccco2)[n+]2ccccc2)cc1,-7,i,5,-0.4,i,i,-3,i,i,i,-6
CCn1c(SCC(=O)Nc2ccc(C)cc2)nnc1-c1cnccn1,1,i,-7,2.5,i,i,-1,i,i,i,-3
Cc1ccc(S(=O)(=O)NC2CC2)s1,-4,i,-17,0.0,i,i,37,i,i,i,2
O=c1ccnc(SCCc2ccccc2)[nH]1,4,i,-11,-0.9,i,i,1,i,i,i,7
Cc1ccccc1NC(=O)c1cc(S(=O)(=O)N2CCCCC2)cs1,-16,i,-35,-0.2,i,i,-10,i,i,i,2
O=C(Nc1nc2ccc(F)cc2s1)c1ccccn1,102*,i,60,-0.7,i,i,98*,i,i,i,71*
CCN(Cc1ccccc1)C(=O)Cn1c(=O)n(CC(=O)N2CCCCC2)c(=O)c2sccc21,8,i,-24,0.0,i,i,4,i,i,i,0
CCOc1cc(S(=O)(=O)NCc2ccccc2)c(OCC)cc1-n1cnnn1,16,i,10,-0.5,i,i,-2,i,i,i,0
Cc1cc(O)c(/C=N/Nc2ccccc2)c(=O)o1,-4,·,-11,0.3,·,·,0,·,·,i,-2
N#CC1=C2SCN(c3ccc(F)cc3)CN2C(=O)CC1c1cccc(F)c1 (stereo not drawn),3,i,-46,-0.1,i,i,3,i,i,i,-5
CC(C)C(C(=O)C=[N+]=[N-])N1C(=O)c2ccccc2C1=O (stereo not drawn),1,i,0,-0.4,i,i,-2,i,i,i,2
